NCOA3 inh = SRC3 coactivator transcriptional activity inhibitors, primary screen, cell-based, luminescence. Nuclear receptor coactivator 3 (Homo sapiens), Q9Y6Q9. inhibition, % at 3.6 µM. HEK293 GAL4-SRC3 luciferase reporter. actives 0.17% (n = 360,000). AID 588352, 2011;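 active = inhibition above a per-campaign cutoff, the mean of all compounds plus 3 SD, cut at about 60% in these data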;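 note: 0% = DMSO-treated cells and 100% = gossypol-treated cells at 36 µM; higher means less SRC3-driven luciferase light from the GAL4 reporter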
TLR9-MyD88 inh = inhibitors of TLR9-MyD88 association in cells, primary screen, cell-based, CHO, BLA complementation, fluorescence | CCF4 FRET ratio | Toll-like receptor 9 (Homo sapiens) + Myeloid differentiation primary response protein … | inhibition, % at 4.98 µM | actives 0.21% (n = 340,000) | AID 504734, 2011;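 active = inhibition above the mean over all tested compounds plus 3 SD, cut at about 21% in these data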;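 note: 0% = DMSO only wells and 100% = clavulanate BLA inhibitor control wells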
NOD2-RIPK2 inh = NOD2-RIPK2 binding disruptors in cells, primary screen, fluorescence, CHO cells, BLA complementation. Receptor-interacting serine/threonine-protein kinase 2 (Homo sapiens), O43353. CCF4 ratio. inhibition, % at 4.98 µM. actives 0.38% (n = 360,000). AID 624267, 2012; in the data active = inhibition above about 21%;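 note: 0% = vehicle only and 100% = reference blocker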
Target sequence (O43353 whole entry, looked up): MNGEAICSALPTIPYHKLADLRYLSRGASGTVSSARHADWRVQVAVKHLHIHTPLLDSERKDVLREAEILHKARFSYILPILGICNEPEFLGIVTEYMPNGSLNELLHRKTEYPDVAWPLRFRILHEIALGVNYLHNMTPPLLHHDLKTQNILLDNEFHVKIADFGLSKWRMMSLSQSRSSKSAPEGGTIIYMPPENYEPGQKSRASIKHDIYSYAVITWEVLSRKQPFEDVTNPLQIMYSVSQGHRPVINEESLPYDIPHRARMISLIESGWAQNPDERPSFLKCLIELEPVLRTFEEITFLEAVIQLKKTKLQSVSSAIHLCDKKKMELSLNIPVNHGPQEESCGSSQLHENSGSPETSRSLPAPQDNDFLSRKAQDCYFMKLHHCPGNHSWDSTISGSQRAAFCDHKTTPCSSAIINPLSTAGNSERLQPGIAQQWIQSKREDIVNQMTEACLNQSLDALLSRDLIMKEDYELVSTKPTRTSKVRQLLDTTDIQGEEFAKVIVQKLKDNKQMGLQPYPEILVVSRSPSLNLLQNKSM
TROY signal inh = inhibitors of TROY-driven NF-kB signaling, primary screen, Q293 LMP1-TROYcd cells, NF-kB luciferase, uHTS | inhibition, % at 10 µM | actives 0.98% (n = 360,000) | AID 1347056, 2019 | Q293 LMP1-TROYcd NF-kB luciferase reporter, 4 h;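 active = compounds whose plate-normalised and pattern-corrected inhibition of the luciferase reporter signal at the single screening dose is 50% or more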
SRC1 inh = SRC1 coactivator transcriptional activity inhibitors, primary screen, cell-based, luminescence | Nuclear receptor coactivator 1 (Homo sapiens), Q15788 | inhibition, % at 3.6 µM | actives 0.12% (n = 360,000) | AID 588354, 2011 | HEK293 GAL4-SRC1 luciferase reporter;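 active = inhibition above the campaign mean plus 3 SD, with each screening campaign given its own cutoff, cut at about 60% in these data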;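 note: 0% = DMSO treated cells and 100% = gossypol at 36 µM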
Vif inh = HIV Vif self-association inhibitors, primary screen, imaging, HEK293T, single point | actives 0.35% (n = 340,000) | AID 602346, 2012 | HEK293T cells, Vif self-association by quenched fluorescence, 24 h | inhibition, % at 7.49 µM; in the data active = inhibition above about 50%, passing the limit was not always enough; note: some results filed as inactive read as strong as hits
C8 TRAIL sens = viability loss with TRAIL in NB7+C8 cells, primary screen, TRAIL sensitizer project, cell-based, ATPlite luminescence. actives 1% (n = 360,000). inhibition (viability loss, TRAIL sensitization), % at 10 µM. AID 624354, 2012;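 active = compounds causing at least 50% loss of cell viability in the single-dose screen, relative to plate controls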
LMP1 NFkB inh = EBV LMP1-driven NF-kappaB luciferase reporter inhibitors, primary screen, cell-based, luminescence, single point; LMP1-induced NF-kappaB luciferase reporter cells; inhibition, % at 12.5 µM; actives 0.69% (n = 350,000); AID 504558, 2011; in the data active = inhibition above about 41%;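 note: 0% = neutral control wells and 100% = reference inhibitor control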
NCOA2 inhibitor = inhibition of GAL4-SRC2 driven luciferase reporter, primary screen, SRC2 inhibitor project, cell-based, luminescence; actives 0.17% (n = 370,000); AID 651957, 2012; HEK293 GAL4-SRC2 luciferase reporter; inhibition, % at 9 µM; Nuclear receptor coactivator 2 (Homo sapiens), Q15596;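 active = inhibition above the mean inhibition of all tested compounds plus 3 SD, set per campaign, cut at about 52% in these data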;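 note: 0% = DMSO treated cells and 100% = cells given Gossypol at 36 µM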
NR2F2 inh = NR2F2 transcriptional activity inhibitors, primary screen, cell-based, luciferase reporter, HEK293T, luminescence; COUP transcription factor 2 (Homo sapiens), P24468; HEK293T NGFI-A luciferase reporter; inhibition, % at 8.6 µM; actives 0.7% (n = 370,000); AID 686940, 2013;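 active = inhibition above a per-plate cutoff, mean inhibition of test wells between control levels plus 3 SD, cut at about 38% in these data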;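 note: cells cotransfected with COUP-TFII expression vector driving the NGFI-A reporter; 0% = median of COUP-TF2 test wells and 100% = reporter-only cells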
NR5A2 inv ag = LRH-1 (NR5A2) inverse agonists, primary screen, cell-based, luminescence, HEK293T, StAR-luciferase reporter; AID 602396, 2012; inhibition, % at 3.6 µM; Nuclear receptor subfamily 5 group A member 2 (Homo sapiens), O00482; actives 0.13% (n = 360,000); LRH-1 transfected, 24 h;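 active = inhibition above the mean inhibition of all tested compounds plus 3 SD, cut at about 73% in these data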;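 note: 0% = DMSO wells and 100% = reporter-only cells lacking LRH-1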
Target sequence (O00482 whole entry, looked up): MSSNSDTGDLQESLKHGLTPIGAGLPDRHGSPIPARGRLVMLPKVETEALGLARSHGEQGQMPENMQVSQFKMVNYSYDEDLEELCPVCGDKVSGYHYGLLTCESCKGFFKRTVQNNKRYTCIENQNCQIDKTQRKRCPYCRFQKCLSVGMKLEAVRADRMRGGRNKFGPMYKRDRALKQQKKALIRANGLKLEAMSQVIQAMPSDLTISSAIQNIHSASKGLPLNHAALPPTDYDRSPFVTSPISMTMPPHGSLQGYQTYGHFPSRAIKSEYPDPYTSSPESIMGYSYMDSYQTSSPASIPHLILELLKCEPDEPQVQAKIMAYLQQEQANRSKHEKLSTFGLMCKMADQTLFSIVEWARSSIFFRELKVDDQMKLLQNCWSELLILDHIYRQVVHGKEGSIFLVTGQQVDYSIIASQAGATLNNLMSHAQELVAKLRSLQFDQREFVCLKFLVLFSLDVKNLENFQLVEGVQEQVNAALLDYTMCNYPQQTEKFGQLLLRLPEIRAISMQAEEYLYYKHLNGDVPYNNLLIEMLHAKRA
* marks the source's active call; other numbers are inactive results; nt = no result given. This is a subset; count on the stated rates, not on these rows.

SMILES	NCOA3 inh	TLR9-MyD88 inh	NOD2-RIPK2 inh	TROY signal inh	SRC1 inh	Vif inh	C8 TRAIL sens	LMP1 NFkB inh	NCOA2 inhibitor	NR2F2 inh	NR5A2 inv ag
CCn1c(Cn2nnc(-c3ccccc3)n2)nnc1SCC(=O)Nc1ccc(N(C)C)cc1	11	2	-2	15	3	3	3	-10	-18	12	15
CC(C)COC(=O)n1ccc(C(=O)N2CCCCC2)n1	24	8	-7	-3	1	17	12	4	8	7	10
O=C(CCc1ccccc1)NC(=S)Nc1cccc(C(=O)O)c1	-57	5	-3	-79	-45	-5	2	-5	-37	-7	-63
COc1ccc(-c2cc(=O)oc3cc(OC(C)C(=O)O)ccc23)cc1 (stereo not drawn)	-11	-10	-4	-2	-19	15	-9	-4	2	8	-8
CCCOc1ccc(N2C(=O)CC(N(Cc3ccccc3)N=O)C2=O)cc1 (stereo not drawn)	4	nt	-16	11	-2	nt	-3	nt	14	3	12
NC(=O)c1ccc(NC(=O)Cc2csc(-c3ccccc3)n2)cc1	-2	-1	8	7	-21	9	-10	9	-23	8	10
Cc1ncc([N+](=O)[O-])n1CC(=O)NC1CCCCCC1	9	4	-7	3	-2	-3	6	0	11	10	2
COc1ccc(/C=N/NC(=O)COc2cccc3cccnc23)cc1OC	-13	-11	1	-4	-2	-7	3	-3	-2	-22	6
N=c1n(CCN2CCCCC2)c2ccccc2n1CC(O)c1cccc(Br)c1 (stereo not drawn)	7	-5	8	19	5	21	4	-27	-12	0	8
O=C(Nc1ccc(N=Nc2ccccc2)cc1)c1cccc(Cl)c1	-13	8	1	-29	3	0	-2	-11	15	5	-11
COc1cccc(C(=O)OCC(=O)Nc2cc(C)c(C)cc2[N+](=O)[O-])c1	3	-3	2	-34	8	-9	-1	7	-1	16	2
CCOC(=O)C1CCCN(C(=O)/C=C/c2ccccc2)CC1 (stereo not drawn)	-3	nt	-13	-11	11	20	-6	nt	-41	-7	-8
COc1ccc(S(=O)(=O)Nc2cc3c4c(c2)CCC(=O)N4CCC3)cc1	12	-5	5	-9	4	1	-19	-1	-2	-3	-7
Cc1cnc(NC(=O)c2cccc(S(=O)(=O)N3CCOCC3)c2)s1	-6	3	-6	-18	-5	-16	5	-2	-10	10	8
CC(C)c1ccccc1NC(=O)CNCCOc1ccccc1F	-4	2	2	1	2	-4	-10	-6	-10	-3	-7
CC(=O)Nc1nc2ccc(C(=O)NC3CCCCC3)cc2s1	-11	-9	-4	-6	-16	-6	-2	-9	-8	-16	-17
CC(C)c1ccc(NS(=O)(=O)c2ccc3c(c2)NC(=O)CO3)cc1	-7	-8	11	14	-11	-6	3	-9	15	-1	6
CC(C)OP(=O)(OC(C)C)C(O)c1cccc([N+](=O)[O-])c1 (stereo not drawn)	7	1	2	-3	4	3	-2	3	8	8	7
CCOC(=O)C1(C)CCCN(C(=O)c2snnc2C)C1 (stereo not drawn)	0	nt	1	-12	6	7	4	nt	1	3	1
Cc1ccc(CSc2nc3ccccc3c(=O)n2Cc2ccco2)cc1	-12	-2	3	1	-20	5	5	17	-7	-13	3
CN(C)C(=O)c1ccc(NC(=O)COC(=O)C2(c3ccccc3)CCCC2)cc1	14	3	4	8	11	-22	5	2	12	-6	-16
CCOC(=O)c1sc(=S)n(C)c1NC(=O)c1ccccc1	16	-7	0	-38	2	-8	-19	3	5	-23	-9
COc1ccc(-c2csc(NC(C)c3nc4cc(Cl)c(Cl)cc4n3CCOCCO)n2)cc1 (stereo not drawn)	-2	6	-3	23	-5	nt	11	9	-2	-2	-4
c1ccc2c(c1)Nc1cc3ccccc3cc1S2	-26	-5	-1	-43	-57	-1	-9	-31	-31	-34	-24
CN(C(=O)COc1ncnc2ccccc12)C1CCCCC1	-73	-3	-1	13	-6	5	-4	1	-23	-13	-5
The results go on.
SMILES	NCOA3 inh	TLR9-MyD88 inh	NOD2-RIPK2 inh	TROY signal inh	SRC1 inh	Vif inh	C8 TRAIL sens	LMP1 NFkB inh	NCOA2 inhibitor	NR2F2 inh	NR5A2 inv ag
CCN(CC)C(=O)Cn1cc(C(=O)C2CC2)c2ccccc21	17	0	-6	5	-2	6	-36	3	-18	2	-2
CCc1nc(C)ccc1OC(=O)C12CC3CC(CC(C3)C1)C2	3	-7	8	-11	12	-8	4	8	1	-4	-3
O=C1NC(=O)C2(CCCCCC2)N1	-4	-4	1	-2	-1	1	-2	-11	-17	-4	14
COc1cccc(/C=N/NC(=O)c2[nH]nc3c2CCc2ccccc2-3)c1	13	nt	-3	-8	10	5	-3	nt	1	-5	8
C1CCN(c2nc(N3CCCCC3)nc(N3CCNCC3)n2)CC1	16	-3	0	3	-23	2	-2	-10	-27	-2	16
CC(C)n1nc(C(=O)OCC(=O)NCCc2ccc(S(N)(=O)=O)cc2)c2ccccc2c1=O	31	-3	-8	29	-7	6	-3	0	5	1	17
NNC(=S)NCc1ccccc1	8	13	-5	-19	8	3	10	1	-10	1	0
N#C/C(=C\c1cc2c(cc1Br)OCO2)C(=O)NCC1CCCO1 (stereo not drawn)	6	7	5	-48	12	3	20	-9	-19	-8	1
Cc1cc(CNC(=O)C2(C(F)(F)F)CC(CCCO)CCCO2)nn1C (stereo not drawn)	3	-7	1	-8	9	-3	-3	2	-7	0	20
Cc1ccc(C(=O)Oc2ccc(/C=C3\C(=N)N4N=C(N5CCOCC5)SC4=NC3=O)cc2)cc1	-54	5	0	-37	-31	-12	14	-15	-33	-20	-28
Cc1[nH]nc2c1C(=O)CCC2	4	-6	6	-5	-3	-4	-5	-3	-12	3	14
Cc1nc2sc(C(c3ccco3)N3CCC4(CC3)OCCO4)c(O)n2n1 (stereo not drawn)	1	-3	-4	-4	-5	-5	-9	-3	-13	10	-9
O=C(NCCS(=O)(=O)N1CCCCCC1)c1ccccc1	14	-2	4	0	-30	0	-1	-7	-11	-7	-4
COC(=O)C1CCN(CC(=O)Nc2sc3c(c2C#N)CCC3)CC1	6	1	0	5	-17	nt	11	-2	12	11	4
COC(=O)COc1c(/C=C\c2nc(O)c([N+](=O)[O-])c(=O)[nH]2)cccc1OC	-4	-3	-6	11	-27	3	-2	0	-28	-5	1
Cc1ccc(C(=O)O)cc1NS(=O)(=O)c1ccc2ccccc2c1	-2	6	-12	13	16	-6	-9	1	-2	-5	-2
COc1ccc(NC(=O)CC2Nc3cc(C)c(C)cc3NC2=O)c([N+](=O)[O-])c1 (stereo not drawn)	-2	4	-22	40	-16	0	-10	-17	7	11	-1
O=C(NNC(=O)c1ccccc1O)c1ccc(Cl)c(S(=O)(=O)N2CCc3ccccc32)c1	19	-5	1	37	28	nt	6	31	-9	48*	16
COc1ccccc1NC(=O)N(C)C[C@H]1OCc2cnnn2CCCC(=O)N([C@@H](C)CO)C[C@H]1C	-17	-7	-12	1	-3	1	-4	-4	4	-6	14
O=C(OCCOc1ccc(Br)cc1)c1ccc(Cl)nc1	0	-2	-5	-11	3	32	1	14	16	-6	-15
Cc1ccc(C)c(C(=O)CN2C(=O)c3ccccc3C2=O)c1	3	3	-5	-29	2	-7	26	-5	10	0	17
CSc1ccc(CNc2ncc(-c3cccc([N+](=O)[O-])c3)n2C)cc1	-4	-3	8	-20	-2	0	-2	-1	13	12	-1
COc1ccc(S(=O)(=O)NCCSC(C)(C)C)c(Cl)c1Cl	28	5	-2	-7	16	-13	3	-8	-6	13	-7
C=CCc1ccc(OCC(O)CN2CCN(c3ccccc3)CC2)c(OC)c1 (stereo not drawn)	3	3	-3	-25	-69	-16	5	0	9	6	0
COc1cccc(/C=C2/NC(=O)N(CC(=O)Nc3ccc(C)cc3)C2=O)c1OCc1cccc(C(=O)O)c1	-25	4	-4	14	7	7	12	-7	-20	7	2

Reprinted at random: 2 entries already listed
SMILES	NCOA3 inh	TLR9-MyD88 inh	NOD2-RIPK2 inh	TROY signal inh	SRC1 inh	Vif inh	C8 TRAIL sens	LMP1 NFkB inh	NCOA2 inhibitor	NR2F2 inh	NR5A2 inv ag
COc1ccc(S(=O)(=O)NCCSC(C)(C)C)c(Cl)c1Cl	28	5	-2	-7	16	-13	3	-8	-6	13	-7
C1CCN(c2nc(N3CCCCC3)nc(N3CCNCC3)n2)CC1	16	-3	0	3	-23	2	-2	-10	-27	-2	16

Additional results follow:
SMILES	NCOA3 inh	TLR9-MyD88 inh	NOD2-RIPK2 inh	TROY signal inh	SRC1 inh	Vif inh	C8 TRAIL sens	LMP1 NFkB inh	NCOA2 inhibitor	NR2F2 inh	NR5A2 inv ag
O=C(CCN1CCOCC1)Nc1ccc(F)cc1	0	2	-3	4	6	-2	11	4	6	12	6
Cc1cccc(N2CCN(C(=O)CCC(=O)N3CCOc4ccc(Cl)cc43)CC2C)c1 (stereo not drawn)	5	-2	4	29	-22	-18	-3	2	-8	4	22
COc1c2c(cc3oc(CO[C@@H]4O[C@H](CO)[C@@H](O)[C@H](O)[C@H]4O)cc(=O)c13)O[C@H](C(C)(C)O)C2	0	-5	-2	8	4	-2	-7	0	-13	-7	17
CC(=O)c1ccc(NC(=O)CSc2nc(Nc3ccccc3)nc(N3CCOCC3)n2)cc1	-18	-9	4	16	-19	nt	15	-1	13	-20	33
CC(C)c1ccc(/C=C/c2[nH]c(=O)[nH]c(=O)c2[N+](=O)[O-])cc1	0	-13	-5	-19	7	5	-27	3	23	12	-1
CC1CCCCN1CCCNC(=O)c1ccc(NC(=O)C2=CSCCO2)cc1 (stereo not drawn)	-18	-14	15	-4	-33	-4	20	-5	22	10	-10
C1CSC2(N1)C1CC3CC2CC(C1)C31NCCS1 (stereo not drawn)	-1	-6	-8	9	0	-30	-33	-1	-8	6	-11
Cc1cc(C(=O)NNC(=S)NCC(C)C)no1	6	6	7	3	-4	4	10	-16	-5	15	-4
CCCNC(=O)c1ccc2c(=O)n3c(-c4ccc(C)cc4)csc3nc2c1	-7	-5	0	10	-9	5	-1	16	-10	-9	-7
COc1ccc(C)cc1NC(=O)C/C(C)=N/NC(=O)Cc1cccc2ccccc12	-3	-2	3	2	-2	-4	6	-10	1	9	-2
Cc1ccc(Nc2cc(C)nc(-c3ccccc3O)n2)cc1	-44	-7	-6	-71	-59	-7	9	-21	-51	-26	-50
O=C(C1=NN[C@@H]2C(=O)N(Cc3ccccc3)C(=O)[C@H]12)c1ccc([N+](=O)[O-])cc1	4	-9	-10	3	-4	-7	-9	-1	6	1	-9
c1ccc(OCCCn2ccnc2)cc1	-6	-7	-6	-14	-10	-3	-5	-9	-28	-12	2
CSc1cc(C)c(OCC(=O)Nc2ccc(NC(C)=O)cc2)c(C)c1	13	7	-7	0	1	-6	2	0	-29	-1	38
